Bioassay records from PubChem.
mcGAS lum – blocks mouse cGAS activity; 0.15% of 160,000 active; recombinant cGAS, Kinase-Glo ATP depletion luminescence; inhibition, % at 12.5 µM;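 note: 0% = negative control wells and 100% = reference inhibitor with no enzyme activity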
NPYLR7 ag – activates Aedes aegypti NPYLR7 receptor; HEK293T NPYLR7/Galpha15, GCaMP6s calcium fluorescence; activation, % at 10 µM; 0.15% of 270,000 active; AID 1259423; in the data active = activation above about 40%;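 note: 0% = vehicle and 100% = reference agonist at the receptor; some compounds past the cut are filed as inactive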
hcGAS lum – inhibitors of human cGAS; Q8N884; recombinant h-cGAS, ATP depletion, Kinase-Glo luminescence; inhibition, % at 12.5 µM; 0.081% of 290,000 active;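 note: 0% = vehicle reaction and 100% = reaction without DNA for no activity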
Target sequence (Q8N884 whole entry, looked up): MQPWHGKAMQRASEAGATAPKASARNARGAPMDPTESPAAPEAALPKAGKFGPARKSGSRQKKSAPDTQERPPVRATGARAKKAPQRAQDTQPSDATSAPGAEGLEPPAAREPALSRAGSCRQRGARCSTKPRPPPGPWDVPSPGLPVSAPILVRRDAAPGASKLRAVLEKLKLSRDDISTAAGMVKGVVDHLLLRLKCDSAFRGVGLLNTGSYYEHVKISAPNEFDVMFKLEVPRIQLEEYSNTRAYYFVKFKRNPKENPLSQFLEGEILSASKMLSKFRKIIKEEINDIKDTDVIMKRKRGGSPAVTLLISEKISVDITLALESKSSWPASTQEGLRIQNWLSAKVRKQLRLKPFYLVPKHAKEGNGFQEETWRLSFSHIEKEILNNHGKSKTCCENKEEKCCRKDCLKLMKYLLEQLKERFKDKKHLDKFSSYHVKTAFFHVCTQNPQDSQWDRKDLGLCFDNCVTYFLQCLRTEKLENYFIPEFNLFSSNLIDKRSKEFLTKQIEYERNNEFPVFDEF
Numbers without * were called inactive; . = no result given; & = joins results of further samples. Cut-off read from the data, not from the text of the source, unless noted: active = inhibition above about 40%; inactive = the rest. Rows are unselected (roughly 0.27% active in at least one column).

compound	mcGAS lum	NPYLR7 ag	hcGAS lum
Cc1cc(O)c(CN2CCOCC2)c2c1C(=O)/C(=C/c1cc3ccccc3o1)O2	-3	28	-1
COc1cccc(OCC2c3ccsc3CCN2C(=O)CN(CC2CCCO2)C(=O)c2ccc(F)cc2)c1 (configuration not stated)	-2	-2	1
O=C(NC(CCO)C1CC1)c1c(F)cccc1Br (configuration not stated)	.	1	-5
O=C(NCc1ccccn1)c1cnn(-c2ccccc2)c1C(F)(F)F	-2	5	0
COC(CNC(=O)C(=O)N(C)c1ccc(C)cc1)c1ccccc1 (configuration not stated)	.	8	-8
Cn1c(=O)[nH]c(=O)c2c1nc(N1CCN(Cc3ccccc3F)CC1)n2Cc1ccccc1	-1	-4	-6
CC(C)(C)c1ccc(C(=O)N2CCN(c3cccc(Cl)c3)CC2)cc1	.	-1	-5
Cc1ccc(CNC(=O)CSc2ccc(NC(=O)C3CC3)nn2)cc1	.	0	-2
O=C(CSc1nnc(NC(=O)c2cccc3ccccc23)s1)Nc1nccs1	-5	-6	-9
COc1ccc(/C=N\Nc2nc(N3CCCC3)nc(N3CCCC3)n2)c(OC)c1	-8	-9	-4
CCSc1nnc2c(n1)OC(c1ccc(C(C)C)cc1)Nc1ccccc1-2 (configuration not stated)	-4	-10	1
COc1cc(CN(C)C(=O)c2c(C)noc2-c2cccs2)cc(OC)c1OC	-7	20	-4
O=C(CCn1nnnc1CN1CCOCC1)N1CCN(Cc2ccccc2)CC1	.	2	-2
COCCC1CCCCN1Cc1nc(CCC(C)C)no1 (configuration not stated)	.	26	-10
Cc1cccc(CSc2nnc(CNC(=O)c3cc(Cl)cc(Cl)c3)n2-c2ccc(Cl)cc2Cl)c1	-3	16	-1
CN(Cc1cccc2cnccc12)C(=O)c1ccc(-n2cnnc2)cc1	-10	-3	-7

Already shown: five of the compounds above.
compound	mcGAS lum	NPYLR7 ag	hcGAS lum
O=C(CSc1nnc(NC(=O)c2cccc3ccccc23)s1)Nc1nccs1	-5	-6	-9
COc1ccc(/C=N\Nc2nc(N3CCCC3)nc(N3CCCC3)n2)c(OC)c1	-8	-9	-4
CCSc1nnc2c(n1)OC(c1ccc(C(C)C)cc1)Nc1ccccc1-2 (configuration not stated)	-4	-10	1
COc1cc(CN(C)C(=O)c2c(C)noc2-c2cccs2)cc(OC)c1OC	-7	20	-4
O=C(CCn1nnnc1CN1CCOCC1)N1CCN(Cc2ccccc2)CC1	.	2	-2

Continued:
compound	mcGAS lum	NPYLR7 ag	hcGAS lum
O=C(CSc1nc(=O)n(CCO)c2c1CCCC2)N1CCCCC1	-12	-4	-5
CC(C)CN1CCN(C(=O)CCc2nnc(Cc3c[nH]c4ccccc34)o2)[C@@H](C)C1=O	-4	5	-5
Cc1cccn2c(CNCc3ccccc3OC(F)(F)F)c(C(=O)N3CCCCC3)nc12	.	3	-6
O=C1NCN(c2ccccc2)C12CCN(CCCC(c1ccc(F)cc1)c1ccc(F)cc1)CC2	-5&-4	0&0	-8&-3
CCC(Oc1ccccc1)C(=O)N1CCC2(CC1)CN(CC(=O)OC)C(=O)O2 (configuration not stated)	.	-1	-6
Cc1nnsc1C(=O)N1CCC(n2nccc2NC(=O)CCCc2ccccc2)CC1	-12&-3	7&-5	-5&-7
CCOC(=O)CCC(=O)N(CCOC)Cc1c(C)nn(-c2ccccc2)c1N1CCN(CC)CC1	-5	0	-6
CCOC(=O)C1CCCN(C(c2ccc(OC)c(OC)c2)C2Sc3nc(CC)nn3C2=O)C1 (configuration not stated)	-8	-2	-11
Cc1ccc2nc(SCCc3ccccc3)nc(=O)n2c1	-6	5	-2
COCCN(CC(=O)N(Cc1cccn1Cc1ccc(F)cc1)C1CCCCC1)C(=O)c1ccc([N+](=O)[O-])cc1	-5	16	-3
CC(=O)c1sc2nc(-c3ccc(F)cc3F)ccc2c1N	-6	-4	-2
CC(C)(C)Nc1c(-c2ccc(Cl)cc2)nc2c(OCc3ccccc3)cccn12	-5	-1	-2
O=C(O)c1cccnc1Sc1ccccc1F	-2	-2	-2
COc1cc(NS(=O)(=O)c2cccs2)cc(OC)c1	.	12	-7
CC(C)(C)NC(=O)Cn1c(C(F)(F)F)nc2ccccc21	-8	6	-8
CCN(CC)C(=O)[C@@H]1C[C@H](N)CN1C(=O)CCc1cc(Cl)no1	2	-1	-3
CC1c2cccn2CCN1C(=O)CC(O)(c1nccn1C)C(F)(F)F (configuration not stated)	.	1	-8
CC(=O)C(C)n1c(=O)c2c(nc3n(-c4ccc(C)c(C)c4)c(C)cn23)n(C)c1=O (configuration not stated)	.	-1	-6
COc1cc(/C=C/c2nc(C(=O)O)ccc2C#N)cc(OC)c1	.	0	-4
COc1ccc(-c2cc(CNC(=O)/C=C\c3ccc(OC)c(OC)c3)no2)cc1	-7	1	-9
O=C1CCC([N+](=O)[O-])C(c2cc(Br)ccc2F)N1 (configuration not stated)	-10	-1	-11
COc1ccc(CCN(C)C2CCCN(Cc3ccc4nonc4c3)C2)cc1OC (configuration not stated)	-12	3	-7
CCN1CCN(C(=O)CCN(CC(C)C)c2nc(-c3cccs3)nc3ccccc23)CC1	1	0	2
O=C(NC1CCCCNC1=O)c1cc2n(n1)CCN(Cc1c(F)cccc1Cl)C2=O (configuration not stated)	-3	16	2
COC(=O)c1cccn1C1CCN(C(=O)Cc2ccc(C(F)(F)F)cc2)CC1	.	5	-10
Cc1nn(C(C)(C)C)c(C)c1S(=O)(=O)Nc1ccc(C#N)cn1	.	-32	5
CC(=O)c1c(C)[nH]c(C(=O)N2Cc3ccccc3CC2C(N)=O)c1C (configuration not stated)	.	-2	2
CCC1C(=O)NCCN1C(=O)C1CC1c1ccccc1C(F)(F)F (configuration not stated)	-5	5	-13
O=S(=O)(Nc1ccccc1-c1nnc2n1CCCCC2)c1cccc(C(F)(F)F)c1	-8	7	-2
CN(c1ccccc1)c1nnc(C(O)c2ccc3ccccc3c2)s1 (configuration not stated)	-5	-5	0
O=C(COc1c(I)cc(Cl)c2cccnc12)N1CCCC1	-7	-11	-4
O=C(Cc1ccc(F)cc1)NCCNc1nc(-c2ccccc2Cl)nc2cc(Cl)ccc12	1	-2	8
O=C1CC(c2ccc(Cl)cc2)CC2=Nc3ccccc3NC(c3cccc(Cl)c3)C12 (configuration not stated)	-6	-7	-3
Cc1cccn2c(CN3C[C@]4(C)C[C@H]3CC(C)(C)C4)c(C(=O)N3CCCCC3)nc12	-11	6	-10
O=C(Nc1ccc(F)cc1)N1CCN(c2ccc(-c3ccco3)nn2)CC1	-10	18	-6
O=C(O)CC1SC(=NN=Cc2ccc(I)o2)NC1=O (configuration not stated)	-3	6	-3
NC(=O)c1c(NC(=O)c2ccc(Br)cc2)sc2c1CCCC2	-6	1	-8
CSc1nc(NC(=O)CCc2ccc(F)cc2)c(C(N)=O)s1	-12	1	-7
Cc1cnccc1NCCNC(=O)Cc1ccccn1	.	-3	7
O=C(NCCc1ccccn1)C1(Oc2ccc(Cl)cc2)CCNCC1	-15	3	-6
C=CCN(Cc1nc(N)nc(N(C)C)n1)Cc1ccc(Br)s1	.	18	-9
COCCN(Cc1nc(C(=O)N(CCN(C)C)Cc2ccccc2)cs1)C(=O)Nc1c(C)cccc1C	-2	-3	-1
CC(C)CN(Cc1cccn1Cc1cccc(F)c1)CC(O)COCc1ccccc1 (configuration not stated)	-5	8	-2
Cc1c[nH]c(C(=O)N2CCOC(Cc3cccc(C(F)(F)F)c3)C2)c1 (configuration not stated)	-11	7	-7
O=C1Nc2ccccc2/C1=C/c1nn(-c2ccccc2)cc1-c1ccccc1	.	-3	-9
CC(C)N1CCC(CNC(=O)CN2CCNCC2)C1 (configuration not stated)	-23	1	-8
CC(C)C[C@@H](N)C(=O)NCc1noc(C2CCCC2)n1	-10	0	-5
CNS(=O)(=O)c1cc(NC(=O)CNC(=O)C2CCCCC2)ccc1C	.	7	-2
CCC1CCCN(C(=O)Nc2sc(C)nc2C)C1 (configuration not stated)	.	-2	-7
O=C(CN1CCOCC1)N1N=C(c2ccc(F)cc2)CC1c1ccccc1F (configuration not stated)	-4	-3	-5
CN(CCNC(=O)c1ccc(-n2cccc2)cc1)S(C)(=O)=O	.	-1	-4
Cc1ccc(CSc2nc3ccccc3[nH]2)cc1	-2	6	-8
FC(F)(F)c1ccc(Nc2nccc3[nH]c(-c4cccnc4)cc23)cc1	-6	-6	-2
Cc1ccc(-n2c(SCC#N)nc3c(-c4ccccc4)c[nH]c3c2=O)cc1	3	-2	1
O=C(c1ccco1)N(Cc1cccc(C(F)(F)F)c1)CC1CC(c2ccc(F)cc2F)=NO1 (configuration not stated)	-6	5	-4
Cc1cc(CC(=O)Nc2c(F)cc(Br)cc2F)no1	.	7	-4

The results go on:
compound	mcGAS lum	NPYLR7 ag	hcGAS lum
CCn1cnnc1CCNC1CCSCC1	.	0	-2
CC1CN(Cn2[nH]c(-c3ccc(Cl)cc3Cl)nc2=S)CCO1 (configuration not stated)	.	0	9
OCc1ccc(CN2CCCC(CCc3ccc(F)c(F)c3)C2)o1 (configuration not stated)	.	7	-6
Cc1n[nH]c(C)c1NC(=O)CN(C)CCc1cccc2ccccc12	.	5	-2
Cc1cc(N2CCN(c3nccc(CCC(F)(F)F)n3)CC2)nc(N)n1	.	15	-4
CCOc1ccccc1OC1CCN(c2ncc(S(N)(=O)=O)s2)CC1	.	8	-7
COCCCN(CC(=O)N(Cc1ccco1)Cc1cccn1C)C(=O)c1ccc(Cl)cc1	-6	-7	-7
Cc1ccc(OCCOCCn2cnc3ccccc3c2=O)c(C(C)(C)C)c1	.	-7	-2

Brought forward from above: 6 compounds, followed by the next part.
compound	mcGAS lum	NPYLR7 ag	hcGAS lum
OCc1ccc(CN2CCCC(CCc3ccc(F)c(F)c3)C2)o1 (configuration not stated)	.	7	-6
Cc1n[nH]c(C)c1NC(=O)CN(C)CCc1cccc2ccccc12	.	5	-2
Cc1cc(N2CCN(c3nccc(CCC(F)(F)F)n3)CC2)nc(N)n1	.	15	-4
CCOc1ccccc1OC1CCN(c2ncc(S(N)(=O)=O)s2)CC1	.	8	-7
COCCCN(CC(=O)N(Cc1ccco1)Cc1cccn1C)C(=O)c1ccc(Cl)cc1	-6	-7	-7
Cc1ccc(OCCOCCn2cnc3ccccc3c2=O)c(C(C)(C)C)c1	.	-7	-2
Cc1ccc(NC(=O)CSc2nnnn2-c2ccc(Cl)cc2)c(Br)c1	-6	8	-2
CC(=O)N(Cc1ccccc1)[C@@H]1C[C@@H]2COCC[C@]2(c2ccccc2)C1	-9	26	-4
CCOC(=O)CC(=O)N1CCC(=O)N(CC(=O)OCC)c2ccccc2C(OC)C1 (configuration not stated)	-6	5	-9
C=CCC(O)(CC=C)c1ccc(CN(CCCOC)Cc2ccc(OC)c(OC)c2)o1	-5	-2	-5
O=C(/C=C/c1ccccc1)NCCO	.	-16	-2
CC1=NC2=C(C(=O)CCC2)C(c2ccsc2)C1C(=O)OCC1CCCO1 (configuration not stated)	-4	-9	-4
C#CCn1c(O)c(N=NC(=O)CNC(=O)c2ccc(Br)cc2)c2ccccc21	-5	-2	-6
